PfG6PD inh = PfG6PD enzyme inhibitors, primary screen, biochemical, fluorescence intensity, uHTS; PfGluPho enzyme, NADPH resazurin-diaphorase fluorescence; glucose-6-phosphate dehydrogenase-6-phosphogluconolactonase (Plasmodium falciparum 3D7); inhibition, % at 20 µM; 0.78% of 350,000 active; AID 504690, 2011;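 active means inhibition reaching at least a set limit at 20 µM in the primary screen, cut at about 59% in these data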;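 further: 0% = DMSO wells with substrate and 100% = DMSO wells lacking glucose-6-phosphate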
mIAP block = inhibitors of mouse IAP, primary screen, biochemical, luminescence, uHTS; 0.2% of 330,000 active; purified mouse IAP, CDP-Star luminescence, 30 min; inhibition, % at 10 µM; AID 2806, 2010; intestinal alkaline phosphatase [Mus musculus];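 active means inhibition of at least 40% at 10 µM in the primary screen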;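 further: plate controls were DMSO with enzyme for no effect and no enzyme wells for full effect; values of inactives mirror those of a sister screen read the other way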
hIAP inh = human IAP inhibitors, primary screen, biochemical, luminescence, uHTS; Intestinal-type alkaline phosphatase (Homo sapiens), P09923; purified IAP, CDP-Star luminescence, 30 min; inhibition, % at 10 µM; 0.12% of 330,000 active; AID 2544, 2010;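 active means inhibition reaching a set limit with compound at 10 µM in the primary screen, cut at about 35% in these data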;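 further: plate controls were DMSO wells with enzyme for no effect and no-enzyme buffer wells for full effect; values of inactives mirror those of a sister screen read the other way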
Target sequence (P09923 whole entry, looked up): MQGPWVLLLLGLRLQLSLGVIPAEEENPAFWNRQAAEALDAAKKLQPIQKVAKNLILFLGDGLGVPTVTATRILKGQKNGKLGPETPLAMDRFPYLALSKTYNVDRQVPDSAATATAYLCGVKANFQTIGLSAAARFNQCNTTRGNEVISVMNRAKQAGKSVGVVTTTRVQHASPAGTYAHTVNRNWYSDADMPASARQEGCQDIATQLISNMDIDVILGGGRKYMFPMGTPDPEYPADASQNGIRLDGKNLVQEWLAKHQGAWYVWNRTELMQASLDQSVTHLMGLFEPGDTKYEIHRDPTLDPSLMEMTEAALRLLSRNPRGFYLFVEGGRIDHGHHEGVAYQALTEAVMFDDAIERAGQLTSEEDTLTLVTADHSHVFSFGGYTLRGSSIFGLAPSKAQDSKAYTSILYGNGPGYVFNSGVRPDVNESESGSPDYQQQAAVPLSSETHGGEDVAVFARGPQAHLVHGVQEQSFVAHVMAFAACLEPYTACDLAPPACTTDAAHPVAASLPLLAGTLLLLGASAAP
A3A deaminase = APOBEC3A ssDNA deaminase inhibitors, primary screen, selectivity assay for APOBEC3G inhibitor project, biochemical, FAM/TAMRA oligo cleavage fluorescence | recombinant A3A, FAM/TAMRA ssDNA deamination fluorescence | inhibition, % at 20 µM | 0.41% of 330,000 active | AID 493011, 2011;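 active means at least 40% inhibition at 20 µM here, with at most 30% in a related deaminase screen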;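 further: plate controls were A3A with DMSO for no effect and wells lacking A3A enzyme for full effect; some results filed as inactive read as strong as hits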
mIAP act = activators of mouse IAP, primary screen, biochemical, luminescence, uHTS; intestinal alkaline phosphatase [Mus musculus]; muIAP, CDP-Star luminescence, 30 min; stronger effect = higher value; 1 = vehicle-only enzyme signal, 0 = enzyme-free wells; activation factor at 10 µM; 0.24% of 330,000 active;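 active means activation factor of at least 2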; further: the source names both 10 and 20 µM as test concentration; values of inactives mirror those of a sister screen read the other way
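Assay system: mouse IAP enzyme; Reagent: CDP-Star chemiluminescent phosphatase substrate; Compound: DMSO-dissolved test compounds; Incubation: 30 min, room temperature; Technique: luminescence from enzymatic CDP-Star hydrolysis; Controls: DMSO-only wells and no-enzyme negative control.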
ATG4B inh = ATG4B protease inhibitors, primary screen, biochemical, fluorescence, uHTS | Cysteine protease ATG4B (Homo sapiens), Q9Y4P1 | ATG4B cleavage of LC3-PLA2, NBD-HPC fluorescence, 1 h | inhibition, % at 8.33 µM | 0.51% of 340,000 active; in the data active means inhibition above about 40%
Target sequence (Q9Y4P1 whole entry, looked up): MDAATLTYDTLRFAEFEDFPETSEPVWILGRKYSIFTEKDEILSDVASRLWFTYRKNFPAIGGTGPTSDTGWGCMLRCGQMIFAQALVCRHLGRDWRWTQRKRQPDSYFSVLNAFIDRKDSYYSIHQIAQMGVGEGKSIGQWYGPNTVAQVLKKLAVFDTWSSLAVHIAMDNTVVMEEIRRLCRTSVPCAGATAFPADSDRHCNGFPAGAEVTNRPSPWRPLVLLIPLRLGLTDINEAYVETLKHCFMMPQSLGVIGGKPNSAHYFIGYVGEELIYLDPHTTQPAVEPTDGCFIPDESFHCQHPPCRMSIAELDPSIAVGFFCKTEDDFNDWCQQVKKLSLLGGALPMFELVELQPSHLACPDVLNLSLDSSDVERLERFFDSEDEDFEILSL
HKDC1 inh = HKDC1 hexokinase inhibitors, primary screen, biochemical, fluorescence, uHTS | recombinant HKDC1, G6PDH/diaphorase resazurin coupled fluorescence | inhibition, % at 20 µM | 0.16% of 340,000 active;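 active means inhibition above about 35% when tested at 20 µM, limit read from the data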;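 further: plate controls were DMSO wells with enzyme for no effect and DMSO wells lacking enzyme for full effect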
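Test system: recombinant HKDC1 (HK5) hexokinase enzyme, produced in-house; Amount: enzyme 5 µg/mL final; Buffer or medium: Tris pH 8.0 buffer with MgCl2, Tween-20, BSA, BME; Reagent: glucose and ATP substrates; Doses: 20 µM test compound, 1% DMSO; Incubation: 90 min reaction incubation at room temperature, dark; Detection: resorufin fluorescence at 613 nm.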
hIAP act = human IAP activators, primary screen, biochemical, luminescence, uHTS | Intestinal-type alkaline phosphatase (Homo sapiens), P09923 | purified human IAP, CDP-Star luminescence, 30 min; stronger effect = higher value; 1 = vehicle-only enzyme, 0 = enzyme-free background | activation factor at 10 µM | 0.16% of 330,000 active;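 active means activation factor of the enzyme at least 2-fold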; further: the source names both 10 and 20 µM as test concentration; values of inactives mirror those of a sister screen read the other way
Active calls of the source: *.

Structure	PfG6PD inh	mIAP block	hIAP inh	A3A deaminase	mIAP act	ATG4B inh	HKDC1 inh	hIAP act
C[C@@]12CCC3[C@@](CCC4[C@@]3(C)CCC[C@@]4(C)C(=O)NCc3ccccc3)(CC1=O)C2 (some centres not stated)	4	-24	-2	-1	1.2	-8	2	1
NS(=O)(=O)c1ccc(CNC(=O)C2CCCN2C(=O)c2cccs2)cc1 (configuration not stated)	-6	-18	-10	1	1.2	-3	4	1.1
c1ccc(-c2noc(C3CCCCC3)n2)nc1	6	3	11	0	0.97	-3	-6	0.89
CN1CCN(c2ccccc2NC(=O)C(Cc2ccccc2)n2cccc2)CC1 (configuration not stated)	1	-19	-8	-2	1.2	-9	-1	1.1
NC(=O)CC(NC(=O)Cc1cccc2ccccc12)c1ccc(N2CCC(Br)CC2)c([N+](=O)[O-])c1 (configuration not stated)	27	6	9	-1	0.94	-37	0	0.91
Cc1ccc(-n2ccc(=O)c(C(=O)Nc3ccc(S(=O)(=O)N4CCOCC4)cc3)n2)cc1	-13	16	6	-6	0.84	7	-2	0.94
CCN(CC)CCNc1nc2nonc2nc1NCCN(CC)CC	-7	-11	-32	2	1.1	-4	1	1.3
O=C(NCC(c1ccco1)N1CCCC1)c1cc(S(=O)(=O)N2CCCCC2)ccc1Cl (configuration not stated)	0	4	9	-5	0.96	0	-1	0.91
CNC(=S)N(CCCn1ccnc1)Cc1c(F)cccc1Cl	-14	8	-11	-4	0.92	4	-4	1.1
c1cncc(-c2nc(NCC3COc4ccccc4O3)c3ccccc3n2)c1 (configuration not stated)	4	-9	-5	1	1.1	5	6	1
CC(=O)Nc1ccc(NC(=O)C(C)OC(=O)COc2ccc(Nc3ccccc3)cc2)cc1 (configuration not stated)	32	-7	7	13	1.1	-14	10	0.93
Cc1cc(C)c(S(=O)(=O)N(C)CC(=O)NCc2ccncc2)c(C)c1	9	1	-6	2	0.99	-9	-10	1.1
Cc1ccc2nc3c(c(Nc4ccc5c(c4)OCCO5)c2c1)CCC3	4	-13	5	-3	1.1	42*	-3	0.95
COC(=O)[C@]1(C)N[C@H](c2ccc(-c3ccc(Cl)c(Cl)c3)cc2)[C@@H]2C(=O)N(C)C(=O)[C@@H]21	7	2	0	-2	0.98	-3	0	1
Cc1cc(N2CCN(c3nnnn3-c3ccccc3)CC2)n2ncnc2n1	4	1	4	4	0.99	-11	-2	0.96
Cc1cc(NC(=O)c2cccc(COc3ccc(Br)cc3)c2)no1	10	8	6	0	0.92	-4	-4	0.94

An excerpt from above, limited to hIAP act, mIAP block and ATG4B inh.
smiles,hIAP act,mIAP block,ATG4B inh
c1cncc(-c2nc(NCC3COc4ccccc4O3)c3ccccc3n2)c1 (configuration not stated),1,-9,5
CC(=O)Nc1ccc(NC(=O)C(C)OC(=O)COc2ccc(Nc3ccccc3)cc2)cc1 (configuration not stated),0.93,-7,-14
Cc1cc(C)c(S(=O)(=O)N(C)CC(=O)NCc2ccncc2)c(C)c1,1.1,1,-9

Going on with the list:
Structure	PfG6PD inh	mIAP block	hIAP inh	A3A deaminase	mIAP act	ATG4B inh	HKDC1 inh	hIAP act
CC(O)c1n(C)c(Cl)c[n+]1C (configuration not stated)	15	-12	11	27	1.1	3	-2	0.89
CC(C(=O)NN)c1ccc([N+](=O)[O-])cc1 (configuration not stated)	-12	1	0	3	0.99	8	-7	1
CCOC(=O)c1ccc(NC(=O)CSc2nc(=O)n3cccc(C)c3n2)cc1	13	-5	8	-2	1	-1	-4	0.92
CSc1ccc(CN(C)CC(=O)Nc2ccccc2C(=O)NC2CC2)cc1	1	4	6	-2	0.96	-22	3	0.94
COC(=O)c1cc(Br)c(=O)n(Cc2ccc(C(=O)O)cc2)c1	-13	-10	-4	0	1.1	-1	-4	1
COCc1cc(C)nc2sc(C(=O)N3CCN(c4ccccc4)CC3)c(N)c12	-4	-11	0	-5	1.1	-8	0	1
CN(C)CCNC(=O)Cc1ccc([N+](=O)[O-])cc1	-4	-5	3	-2	1.1	-9	-15	0.97
CCn1cc(S(=O)(=O)Nc2nc3ccc(OC)cc3s2)cn1	-33	5	14	-3	0.95	4	-5	0.86
Cc1ccc(C(=O)Nc2ccc3ccccc3c2)cc1	15	-10	-4	-3	1.1	-7	0	1
O=C(O)c1cccc(S(=O)(=O)Nc2ccc3c(c2)OCO3)c1	9	8	-14	6	0.92	1	4	1.1
O=C(NCc1ccco1)/C(=C/c1cccc([N+](=O)[O-])c1)NC(=O)c1ccco1	0	-1	2	0	1	-2	-7	0.98
COC(=O)c1nc(N)sc1-c1ccc(Cl)cc1	5	4	-4	0	0.96	-1	3	1
O=C(CSc1nnc(CNC(=O)c2ccccc2)o1)NCc1ccc(F)cc1	0	1	8	-1	0.99	-6	-5	0.92
O=S(=O)(c1ccccc1)c1cccc(S(=O)(=O)N2CCCCC2)c1	5	5	14	0	0.95	-10	1	0.86
CCCN(C(=O)CSCc1ccc(Cl)cc1)c1c(N)n(Cc2ccccc2)c(=O)[nH]c1=O	1	2	-23	6	0.98	9	1	1.2
O=C(NC(Cc1c[nH]c2ccccc12)C(=O)N/N=C/c1ccc(Cl)cc1)c1cccs1 (configuration not stated)	17	4	16	-1	0.96	-5	-2	0.84
Cc1cc(=O)n2c(n1)NC(Nc1cccc(C)c1C)=NC2c1ccccc1 (configuration not stated)	13	2	-10	-1	0.97	-2	-4	1.1
COC(=O)C(NC(C)=O)(Nc1ccc(C)cn1)C(F)(F)F (configuration not stated)	-5	-4	-23	1	1	-10	-6	1.2
CN(C)c1nc2c(c(N)nn2-c2ccc(Cl)cc2)c(=O)o1	-1	-5	-2	0	1	0	-6	1
CSc1nnc(CNS(=O)(=O)c2ccc(Cl)cc2)n1C	1	-6	-8	4	1.1	-5	-3	1.1
COc1cccc(C(=O)Cn2c(NCCCO)nc3ccccc32)c1	23	-4	6	-3	1	2	-5	0.94
C=CCOc1ccccc1CN(CCc1ccccc1)C(=O)c1cccc(S(C)(=O)=O)c1	4	-7	3	1	1.1	-14	4	0.97
CCOC(=O)NC(=S)Nc1ccc(OC)cc1	3	-3	9	1	1	2	-11	0.91
Cc1cc(C)cc(NC(=O)c2ccc(CN3CCc4ccccc4C3)cc2)c1	8	-12	17	-2	1.1	-5	4	0.83
CC(NC(=O)Cc1ccc(S(=O)(=O)N2CCCCC2)cc1)c1ccccc1 (configuration not stated)	3	-7	-2	-4	1.1	-12	-7	1
CC(=O)Nc1ccccc1-c1nc2ccccc2nc1OCC(=O)c1ccc(Br)cc1	-14	9	4	-1	0.91	-4	10	0.96
COc1cc(S(=O)(=O)N2CCCC2)c(C)cc1C	-7	-7	-28	-1	1.1	3	-5	1.3
O=C(COc1ccccc1)NCc1n[nH]c(=S)n1-c1ccccc1	26	-8	-17	-3	1.1	10	19	1.2
COc1ccc(-c2cn3cccnc3n2)cc1NC(=O)C1CC1	12	4	-42	4	0.96	-3	-2	1.4
COCCn1c(SCC(=O)Nc2ccc3[nH]c(=O)[nH]c3c2)nc2ccccc2c1=O	22	-1	-22	-4	1	-7	0	1.2
CC(=O)c1ccc(N2CCN(CC(=O)NCc3ccccc3)CC2)cc1	-12	6	-6	-5	0.94	-6	-3	1.1
O=C(CN1C(=O)NC2(CCCCCC2)C1=O)c1ccc(Cl)s1	4	13	6	-1	0.87	9	-1	0.94
Cc1csc(SCC(=O)c2c(N)n(CC(C)C)c(=O)n(C)c2=O)n1	-18	3	8	0	0.97	3	7	0.92
C=CCNc1sc(C(=O)C2CC2)c(N)c1C#N	2	7	6	-3	0.93	-1	-4	0.94
COc1ccc(/C=N/NC(=O)c2ccn[nH]2)cc1COc1ccc(Cl)cc1Cl	-8	-3	-25	-3	1	-7	-5	1.2
CC1CCN(S(=O)(=O)c2ccc(C(=O)Nc3ccccc3-c3nc4ccccc4[nH]3)cc2)CC1	2	0	-2	2	1	8	-4	1
O=C1CN(C(=O)CNC(=O)c2ccccc2Cl)c2ccccc2N1	-11	1	10	1	0.99	-5	-7	0.9
O=C(c1ccco1)N1CCN(C(=O)c2cnn3c2NC(c2cccs2)CC3C(F)(F)F)CC1 (configuration not stated)	-7	-11	-25	-1	1.1	-3	0	1.2
CC1CC(C)CN(C(=O)c2ccc3ncsc3c2)C1 (configuration not stated)	4	-3	-3	-1	1	-4	1	1
CN(CCc1ccccn1)C1CCCN(S(=O)(=O)c2ccccc2Cl)C1 (configuration not stated)	16	1	6	-7	0.99	-4	1	0.94
O=C(CC12CC3CC(CC(C3)C1)C2)Nc1ccc2c(c1)COC2=O	27	-5	-4	1	1.1	-25	-1	1
O=C(Nc1cccc(S(=O)(=O)N2CCCCC2)c1)c1ccc(N2CCCC2=O)cc1	-1	0	-1	-4	1	-8	-4	1
Cc1ccc(S(=O)(=O)N2CCOCC2)cc1C(=O)N1CCc2ccccc21	1	-3	-10	3	1	-3	-6	1.1
CCN(CC(=O)Nc1ccc2c(c1)OCCO2)C(=O)/C=C/c1ccc([N+](=O)[O-])cc1	8	-2	15	-1	1	-11	-1	0.85

Bioassay records from PubChem BioAssay.
